Source: PubChem
Tau fluor cs – counter-screen for tau fibril formation inhibitors | tau K18 P301L Alexa594 fluorescence, heparin fibrillization | Potency, µM (series often up to 57.7 µM), for the others: top-dose activity change, negative = decrease | 280,000 compounds, 0.93% hits | AID 1463; further: on the % scale 0 is the no-effect control and ±100 the full control effect; nearly all actives have a fitted effect of over 55% in size
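Human tau K18 P301L (15 uM unlabeled, 0.24 uM Alexa 594-labeled) in 100 mM sodium acetate pH 7 with 20 uM heparin, 6 hr at 37 C. ThT 30 uM added, 1 hr ambient; Alexa 594 FP and total fluorescence read at 555/632 nm.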
GAA glycogen mod – inhibitors or activators of human alpha-glucosidase glycogen cleavage. AID 2100. Potency, µM (highest dose often 76.4 µM), inactives show top-dose activity change, negative = inhibition, actives largely listed as inhibitors. recombinant GAA, glycogen substrate, Amplex Red glucose oxidase fluorescence. 300,000 compounds, 0.38% hits;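 further: 0% = full enzyme reaction and -100% = no-enzyme basal signal; the screen sought inhibitors and activators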
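qHTS, 1536-well; enzyme 4 nM final; cpd up to 77 uM; substrate bovine liver glycogen 30 ug; 50 mM citrate/phosphate pH 5.0, 0.01% Tween-20; 37 C, 40 min; Amplex Red detection 45 min RT; Hill fit → AC50.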
Tau fibril FP – blocks human tau fibril formation measured by polarization; AID 1468; Potency, µM (titrated, usually from 57.7 µM), without a hit: at the top dose activity, negative = inhibition, actives largely listed as inhibitors; K18 P301L tau heparin fibrillization, Alexa594 FP, 6 h; P10636; 280,000 compounds, 0.39% hits; further: on the % scale 0 is the no-effect control and ±100 the full control effect; nearly all actives have a fitted effect of over 55% in size
Target sequence (P10636 561-689 P618L limits assumed): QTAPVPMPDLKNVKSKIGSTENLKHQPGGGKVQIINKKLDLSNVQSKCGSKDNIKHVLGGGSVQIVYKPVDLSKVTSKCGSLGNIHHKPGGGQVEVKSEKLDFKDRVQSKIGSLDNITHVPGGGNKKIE
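Steps: dispense K18 P301L tau (15 uM plus 0.24 uM Alexa 594 tracer, final) in pH 7 sodium acetate; add compound; add heparin (20 uM final); incubate 6 hr, 37 C; add ThT (30 uM final); after 1 hr ambient, read FP.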
GAA inhib – blocks human lysosomal alpha-glucosidase. P10253. Potency, µM (doses to about 76.9 µM), inactives show at the top dose activity change, negative = inhibition, hits mostly inhibitors. purified human GAA, 4-MU-alpha-glucoside fluorescence. 200,000 compounds, 0.005% hits;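 further: plate controls were uninhibited enzyme wells for no effect and no-enzyme background for full effect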
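Activity normalized between no-enzyme (basal) and enzyme-only wells. Conditions: 4 nM human enzyme, 400 uM fluorogenic substrate, citrate/phosphate pH 5.0 with Tween-20, 20 min room temperature, compounds up to 77 uM.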
aGal spleen mod – alpha-galactosidase A (human) modulation; P06280; human spleen homogenate, 4MU-alpha-Gal fluorescence, 40 min; Potency, µM (top dose mostly 80 µM), inactives show top-dose activity change, negative = inhibition, actives largely listed as inhibitors; 240,000 compounds, 0.008% hits;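 further: 0% = enzyme with vehicle and -100% = no enzyme basal signal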
Target sequence (P06280 32-429 limits assumed): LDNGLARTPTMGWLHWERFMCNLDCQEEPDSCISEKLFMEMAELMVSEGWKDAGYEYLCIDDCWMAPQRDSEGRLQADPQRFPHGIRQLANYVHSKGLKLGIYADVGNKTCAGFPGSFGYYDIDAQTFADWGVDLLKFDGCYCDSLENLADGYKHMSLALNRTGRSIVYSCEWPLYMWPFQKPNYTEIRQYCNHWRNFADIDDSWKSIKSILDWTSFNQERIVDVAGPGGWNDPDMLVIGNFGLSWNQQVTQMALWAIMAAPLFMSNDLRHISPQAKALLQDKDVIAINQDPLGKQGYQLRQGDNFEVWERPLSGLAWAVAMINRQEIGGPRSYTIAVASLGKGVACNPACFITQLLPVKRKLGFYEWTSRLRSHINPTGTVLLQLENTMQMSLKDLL
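Fluorogenic readout (Ex 365/Em 440 nm) of 4-methylumbelliferone released from 1 mM 4-MU-alpha-galactoside by spleen homogenate, 40 min at 37C, pH 5.0. Data normalized to no-enzyme and enzyme controls; Hill-equation AC50 from compound titrations.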
GAA spleen mod – inhibitors or activators of human alpha-glucosidase in spleen homogenate. human spleen homogenate, 4-MU-alpha-glucoside fluorescence. Potency, µM (highest dose often 79.9 µM), for inactives: top-dose activity change, negative = inhibition, usual class: inhibitors. 240,000 compounds, 0.006% hits. AID 2112;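 further: 0% = enzyme with vehicle and -100% = no enzyme basal signal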
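Enzyme source: human spleen homogenate, 1 ug/well. Buffer 50 mM citric acid/K phosphate pH 5.0, 0.01% Tween-20. 4-MU-alpha-glucoside 1 mM; 37 C x 40 min; NaOH/glycine stop; fluorescence.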
Tau ThT inhib – tau fibrillization inhibition (ThT binding). P10636. recombinant tau K18 P301L (four-repeat tau fragment), heparin-induced fibrillization, ThT fluorescence. Potency, µM (doses to about 57.4 µM), inactives show at the top dose activity, negative = inhibition, most hits filed as inhibitors. 270,000 compounds, 2.1% hits. AID 1460; further: on the % scale 0 is the no-effect control and ±100 the full control effect; nearly all actives have a fitted effect of over 55% in size
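Heparin-induced fibrillization of the P301L-mutant K18 repeat-domain fragment of human tau was followed by ThT binding in quantitative high-throughput format.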
HTT cytoprotect – cytoprotection in Huntington HTT-Q103 PC12 cell model; Potency, µM (highest dose often 56.4 µM), for inactives: cytoprotection (ATP increase), usual class: activators; PC12 HTT-Q103 induced, cytoprotection, ATP luminescence, 40 h; 230,000 compounds, 0.14% hits; AID 1471;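 further: % of control where 0% means no effect; nearly all actives have a fitted effect of over 45% in size; toxic huntingtin expression switched on by the ecdysone agonist tebufenozide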
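PC12 cells stably carrying ecdysone-inducible Htt exon 1 (Q103)–GFP were induced with 100 nM tebufenozide (final) alongside library compounds in a dose series. Cytoprotection was scored as retained ATP by ATPlite luminescence.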
* marks the source's active call; other numbers are inactive results; u = inconclusive; x = no result given; & = joins results of further samples; [ ] = remark or other dose. The call rests on the fitted dose curve; in most records, active means well fitted curve in the direction sought with a large enough effect; inconclusive means small, poorly fitted or top-dose-only effect, or another doubt; inactive means no such curve, though single readings can be large; an effect the other way counts as inactive or inconclusive. Potency means the concentration at half of the fitted maximal effect.

SMILES | Tau fluor cs | GAA glycogen mod | Tau fibril FP | GAA inhib | aGal spleen mod | GAA spleen mod | Tau ThT inhib | HTT cytoprotect
COc1cc(C(=O)NCC(=O)OCc2ccccc2Cl)cc(OC)c1OC | -15% | 12% | -1% | -1% | -4% | -2% | -7% | -15%
Cc1c(OC(C(=O)O)c2ccccc2)ccc2c(-c3ccccc3)cc(=O)oc12 (stereo unspecified) | 3% | -10% | 2% | x | 3% | 2% | x | 11%[10 µM]
CCN(CC)C(=O)CSc1nc2ccccc2o1 | 6% | -2% | 10% | -1% | -12% | -3% | -7% | 12%[10 µM]
CCOC(=O)C1CCCN(C(=O)c2ccc(CS(=O)(=O)c3ccc(Br)cc3)o2)C1 (stereo unspecified) | -1% | 1% | -5% | 1% | -20% | -11% | 1% | 6%[10 µM]
CCOC(=O)N1CCN(C(=O)C(C)N(c2ccccc2)S(C)(=O)=O)CC1 (stereo unspecified) | -4% | 13% | 0% | x | 1% | 1% | -4% | 14%[10 µM]
Cc1ccc(NC(=S)NC2CCCC2)cc1 | -2% | -20% | -5% | 2% | -11% | -8% | -2% | u
CC(C)(C)NC(=O)NC(=O)COC(=O)Cn1c(C(F)(F)F)nc2ccccc21 | -6% | 2% | 2% | -2% | -1% | 6% | -6% | -9%
Cc1ccc(Cl)cc1N1CCN(C(=O)C2CCN(S(=O)(=O)c3cccnc3)CC2)CC1 | -12% | -5% | 2% | -7% | 2% | -2% | -15% | 10%
O=C(Nc1ccccc1C(=O)N1CCCCCC1)c1ccc(Cl)cc1 | -6% | 2% | -3% | u | 1% | 2% | 1% | 1%
CC(C)CC(NC(=O)C(NC(=O)OC(C)(C)C)C(C)C)C(=O)NC(CCC(=O)OCc1ccccc1)C(N)=O (stereo unspecified) | -2% | 5% | 3% | -3% | -1% | -4% | -3% | 4%[10 µM]
Cc1cccc(OCCCC(=O)Nc2ccc(S(=O)(=O)N3CCCC3)cc2)c1 | u | 0% | -16% | -11% | 2% | -5% | -15% | -1%
Cc1ccc(Cn2c(SCC(C)C)nc3c2c(=O)[nH]c(=O)n3C)cc1 | 2% | 4% | 4% | -3% | 8% | -1% | 5% | -8%[10 µM]

Reformatted as tab-separated lines: entries from further up.
mol	Tau fluor cs	GAA glycogen mod	Tau fibril FP	GAA inhib	aGal spleen mod	GAA spleen mod	Tau ThT inhib	HTT cytoprotect
COc1cc(C(=O)NCC(=O)OCc2ccccc2Cl)cc(OC)c1OC	-15%	12%	-1%	-1%	-4%	-2%	-7%	-15%
Cc1c(OC(C(=O)O)c2ccccc2)ccc2c(-c3ccccc3)cc(=O)oc12 (stereo unspecified)	3%	-10%	2%	x	3%	2%	x	11%[10 µM]
CCN(CC)C(=O)CSc1nc2ccccc2o1	6%	-2%	10%	-1%	-12%	-3%	-7%	12%[10 µM]
CCOC(=O)C1CCCN(C(=O)c2ccc(CS(=O)(=O)c3ccc(Br)cc3)o2)C1 (stereo unspecified)	-1%	1%	-5%	1%	-20%	-11%	1%	6%[10 µM]
CCOC(=O)N1CCN(C(=O)C(C)N(c2ccccc2)S(C)(=O)=O)CC1 (stereo unspecified)	-4%	13%	0%	x	1%	1%	-4%	14%[10 µM]
Cc1ccc(NC(=S)NC2CCCC2)cc1	-2%	-20%	-5%	2%	-11%	-8%	-2%	u
CC(C)(C)NC(=O)NC(=O)COC(=O)Cn1c(C(F)(F)F)nc2ccccc21	-6%	2%	2%	-2%	-1%	6%	-6%	-9%
Cc1ccc(Cl)cc1N1CCN(C(=O)C2CCN(S(=O)(=O)c3cccnc3)CC2)CC1	-12%	-5%	2%	-7%	2%	-2%	-15%	10%
O=C(Nc1ccccc1C(=O)N1CCCCCC1)c1ccc(Cl)cc1	-6%	2%	-3%	u	1%	2%	1%	1%

(listing goes on)
SMILES | Tau fluor cs | GAA glycogen mod | Tau fibril FP | GAA inhib | aGal spleen mod | GAA spleen mod | Tau ThT inhib | HTT cytoprotect
CN1C(=S)SC(/[N+]([O-])=C/c2cccnc2)C1(C)C (stereo unspecified) | 9% | -27% | 6% | -6% | 1% | -5% | 10% | -6%
Cc1cc(-c2onc(C)c2C(=O)N/N=C/c2ccccc2)no1 | -12% | 2% | -2% | -6% | 4% | -21% | -10% | -12%[10 µM]
COc1ccc(OC)c2[nH]c(=O)c(CCNC(=O)c3ccc4c(c3)OCO4)cc12 | -2% | 0% | 2% | 10% | -16% | 2% | -7% | -44%
COc1ccc(-c2cn3nc(N4CCC(C(=O)Nc5ccc(Cl)cc5C)CC4)sc3n2)cc1 | -5% | 7%[76.3 µM] | 0% | x | x | x | u | x
CCOc1ccc(CN2CCN(CC(O)Cn3c4ccccc4c4ccccc43)CC2)cc1 (stereo unspecified) | u | -17% | -5% | -9% | 1% | -4% | u | x
Fc1ccc2[nH]c(-c3cccs3)cc2c1 | 11µM*[quencher] | -6%[76.3 µM] | u | x | x | x | u | x
CC(C)CCOc1ccc(C(=O)N2CCCC2C(=O)O)cc1 (stereo unspecified) | 1% | -3% | 1% | -8% | -2% | 7% | 1% | 23%[10 µM]
O=C1NN=COc2ccccc21 | -3% | -17% | 5% | 14% | 7% | 7% | -8% | -4%[10 µM]
O=C(CCC(=O)N(Cc1ccco1)C(C(=O)NC1CCCC1)c1ccncc1)Nc1cccnc1 (stereo unspecified) | 6% | 6% | 0% | -3% | -2% | -9% | -7% | 2%[10 µM]
O=C(OC(C(=O)NCc1ccco1)c1ccc(Cl)cc1)c1cccs1 (stereo unspecified) | -27% | -10% | -4% | x | 6% | 2% | -10% | -3%[10 µM]
CCC(=O)N[C@@H]1CCc2cccc(OC)c2C1 | -5% | x | u | x | 7% | 8% | -3% | -5%
c1ccc(N2CCN(c3ccc4nncn4n3)CC2)nc1 | -6% | 2% | 4% | -4% | 3% | 0% | u | 15%[10 µM]
CC12COC3(C(=O)Nc4ccc([N+](=O)[O-])cc4)CC1CCC32C (stereo unspecified) | 7% | 0% | 13% | 6% | 2% | -7% | 8% | -29%[10 µM]
COC(=O)c1sccc1Oc1c(Cl)cccc1[N+](=O)[O-] | 2% | 1% | -1% | 2% | 5% | 6% | 0% | -14%[10 µM]
COc1ccccc1Nc1nc(N)nc(CSC(=S)N2CCOCC2)n1 | -5% | 0% | -2% | x | 3% | 4% | -1% | -1%[10 µM]
CCOc1ccc(CCNC(=O)C(CC(C)C)N2Cc3ccccc3C2=O)cc1OCC (stereo unspecified) | -1% | -10%[76.3 µM] | 9% | x | x | x | 1% | x
CCN1CCN(c2cc(C)c3cc(NC(=S)N4CCN(c5ccc(F)cc5)CC4)ccc3n2)CC1 | u | -13% | -1% | 1% | 5% | 0% | u | -39%[inhibitor]
CCN(CC)c1ccc(C2C(C(=O)OC)=C(C)NC(C)=C2C(=O)OC)cc1 | -2% | -9% | 0% | -1% | -25% | -4% | -4% | 4%[10 µM]
Cc1ccc(NS(=O)(=O)c2cc([N+](=O)[O-])ccc2NNC(=S)Nc2cc(C)ccc2C)c(C)c1 | 13µM*[quencher] | 7% | 4% | -11% | -4% | -6% | u | 27%[0.074 µM]
CCc1nc(SCC(=O)N2CCOCC2)c2c(=O)n(C)c(=O)n(C)c2n1 | 10% | 10% | -11% | u | 0% | 7% | 5% | 6%[10 µM]
COc1ccccc1CNC(=O)CCNS(=O)(=O)c1ccc2c(c1)oc(=O)n2C | 0% | -5%&-2%[76.3 µM] | 3% | x | x | x | 3% | x
O=C(O)c1ccccc1OC(=O)C12CC3CC(CC(C3)C1)C2 | 8% | -10% | 0% | 14% | 5% | 1% | 7% | x
Cc1cc(C)cc(NC(=O)CN2CCC(NC(=O)Cc3ccccc3)CC2)c1 | -7% | 6% | -7% | -5% | 6% | -1% | -2% | -15%
CCCCN(C)C(=O)CSc1nc(NCc2ccc(OC)cc2)c2ccccc2n1 | -11% | 12% | u | -12% | -7% | -5% | u | 10%
CC1(C)CC(=O)C2=C(C1)N(c1ccccc1C#N)C(N)=C(C#N)C2c1cccs1 (stereo unspecified) | u | -18% | 4% | -11% | -4% | -10% | u | -8%
Cc1ccc(-n2nnc3c(=O)n(Cc4ccccn4)cnc32)cc1C | 4% | -2% | -2% | 0% | 5% | x | 7% | -1%
O=C(N/N=C/c1ccc[nH]1)c1cc(-c2ccc(Cl)cc2)nc2ccccc12 | u | -11% | -3% | -8% | 10% | 2% | -17% | -110%[inhibitor]
N#C/C(=C\c1ccc(-c2ccccc2)cc1)c1nc(-c2ccco2)cs1 | -8% | 15% | 6% | -11% | 9% | 6% | u | 7%[10 µM]
Nc1c(-c2ccccc2)c(CSc2nc3ccccc3[nH]2)nn1-c1ccc(Cl)cc1 | -3% | 6% | 5% | -1% | 7% | -4% | -5% | 0%[10 µM]
CCOC(=O)c1sc2ncn(CC(=O)Nc3ccc(N(C)C)cc3)c(=O)c2c1C | u | 19%[76.3 µM] | 10% | x | x | x | 1% | x
O=C(CSc1ccc(-c2cccc([N+](=O)[O-])c2)nn1)N1CCCCC1 | -7% | -2% | 3% | -5% | -1% | x | u | -21%
COc1ccc(C)cc1-n1nnnc1SCC1CCCCO1 (stereo unspecified) | -2% | -1% | 3% | -14% | 3% | 2% | 5% | -11%
CCOC(=O)c1nnn(-c2nonc2-n2cccc2)c1CN1CCC(C)CC1 | -7% | -4% | 12% | -6% | 4% | 2% | -4% | 13%
